FBA Mtb inh: Mtb FBA enzyme inhibitors, primary screen, biochemical, fluorescence, strain H37Rv | Fructose-bisphosphate aldolase (Mycobacterium tuberculosis (strain ATCC 25618 / H37Rv)), … | purified M. tuberculosis FBA, fluorescence read-out | inhibition, % at 1 µM | actives 2.3% (n = 360,000) | AID 588726, 2011; in the data active means inhibition above about 27%;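 further: 0% = vehicle and 100% = reference inhibitor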
Target sequence (P9WQA3 whole entry, looked up): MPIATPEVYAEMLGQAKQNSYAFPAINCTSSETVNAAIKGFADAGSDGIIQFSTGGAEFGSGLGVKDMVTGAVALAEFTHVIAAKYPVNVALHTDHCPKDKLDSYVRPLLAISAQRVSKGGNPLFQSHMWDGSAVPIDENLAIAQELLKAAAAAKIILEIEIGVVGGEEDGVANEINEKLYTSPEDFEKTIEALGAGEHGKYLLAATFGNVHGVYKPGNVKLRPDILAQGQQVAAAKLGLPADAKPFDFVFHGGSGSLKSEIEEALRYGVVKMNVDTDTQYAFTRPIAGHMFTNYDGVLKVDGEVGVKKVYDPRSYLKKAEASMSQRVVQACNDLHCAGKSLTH
UGM FP inh: M. tuberculosis UGM enzyme inhibitors, primary screen, biochemical, fluorescence polarization, single point | AID 504406, 2011 | actives 0.06% (n = 320,000) | purified UGM, fluorescence polarization probe displacement | inhibition, % at 10 µM; in the data active means inhibition above about 10%, passing the limit was not always enough
VHR inh abs: VHR1 phosphatase inhibitors, primary screen, biochemical, absorbance, uHTS. Dual specificity protein phosphatase 3 (Homo sapiens), P51452. recombinant VHR phosphatase, pNPP absorbance. inhibition, % at 13.3 µM. actives 0.52% (n = 290,000). AID 1654, 2009; in the data active means inhibition above about 50%; further: some compounds called inactive have numbers as strong as hits
Target sequence (P51452 whole entry, looked up): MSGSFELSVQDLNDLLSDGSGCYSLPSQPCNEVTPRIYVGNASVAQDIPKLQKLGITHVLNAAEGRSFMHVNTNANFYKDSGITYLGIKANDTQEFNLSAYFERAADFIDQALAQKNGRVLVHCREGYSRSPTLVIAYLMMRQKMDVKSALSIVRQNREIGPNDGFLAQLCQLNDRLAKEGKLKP
Vc quorum ag: inducers of Vibrio cholerae quorum light production without autoinducers, primary screen, BH1578 luxS cqsA deficient, single point; V. cholerae BH1578 lux reporter, luminescence, 6 h; actives 0.16% (n = 350,000); activation, % at 18.7 µM; in the data active means activation mostly above about 9.7%, no sharp cut-off; further: not every result past the cut was called active; inactives centre near 0; reference of the scale not given here
SARS 3CLpro inh: SARS-CoV 3CLpro protease inhibitors, primary screen, biochemical, quenched FRET; Replicase polyprotein 1ab (Severe acute respiratory syndrome coronavirus), P0C6X7; recombinant SARS-CoV 3CLpro, quenched FRET peptide cleavage; inhibition, % at 6 µM; actives 0.14% (n = 290,000); in the data active means inhibition above about 12%
PriA SSB inh: inhibitors of Klebsiella pneumoniae PriA binding to SSB C-terminal tail, primary screen, biochemical, AlphaScreen | actives 0.6% (n = 430,000) | inhibition, % at 33 µM | AlphaScreen SSBct-PriA binding, biotinylated peptide; in the data active means inhibition mostly above about 37%, no sharp cut-off; inactive means mostly below about 20%;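 further: plate controls were negative control peptide for no effect and reference peptide for full effect; strong numbers were not always called active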
BioA inh: M. tuberculosis BioA enzyme inhibitors, primary screen, biochemical, plate reader, single point, HTS; AID 602481, 2012; purified M. tuberculosis BioA enzyme; actives 0.096% (n = 360,000); 7,8-diaminopelargonic acid synthase BioA (Mycobacterium tuberculosis); inhibition, % at 9.99 µM; in the data active means inhibition above about 40%
MazF activator: activators of E. coli MazEF toxin-antitoxin RNase, primary screen, biochemical, fluorescence, uHTS | FAM/BHQ RNA-DNA oligo cleavage fluorescence, 5 h | activation, % at 20 µM | actives 0.32% (n = 350,000); in the data active means activation above about 50%
Target sequence (P0AE70 whole entry, looked up): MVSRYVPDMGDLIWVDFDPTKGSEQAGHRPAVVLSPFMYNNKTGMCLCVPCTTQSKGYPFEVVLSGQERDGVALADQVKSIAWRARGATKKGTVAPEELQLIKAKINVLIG
GDH-TPI inh: GDH-TPI coupling enzyme inhibitors, primary screen, artefact control for M. tuberculosis FBA inhibitor project, biochemical, absorbance, full deck. GDH-TPI coupled enzyme counterscreen, NADH absorbance. inhibition, % at 4.8 µM. actives 1.2% (n = 360,000). AID 588335, 2011; in the data active means inhibition above about 30%;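 further: 0% = DMSO wells and 100% = wells lacking the enzyme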
Rv3671c protease: Rv3671c serine protease inhibitors, primary screen, biochemical, fluorescence polarization, M. tuberculosis H37Rv | actives 0.048% (n = 320,000) | inhibition, % at 5.96 µM | P9WHR9; in the data active means inhibition above about 38%;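 further: extracellular domain of Rv3671c used as enzyme; 0% = enzyme with DMSO and 100% = no enzyme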
Target sequence (P9WHR9 whole entry, looked up, the tested form may be a part): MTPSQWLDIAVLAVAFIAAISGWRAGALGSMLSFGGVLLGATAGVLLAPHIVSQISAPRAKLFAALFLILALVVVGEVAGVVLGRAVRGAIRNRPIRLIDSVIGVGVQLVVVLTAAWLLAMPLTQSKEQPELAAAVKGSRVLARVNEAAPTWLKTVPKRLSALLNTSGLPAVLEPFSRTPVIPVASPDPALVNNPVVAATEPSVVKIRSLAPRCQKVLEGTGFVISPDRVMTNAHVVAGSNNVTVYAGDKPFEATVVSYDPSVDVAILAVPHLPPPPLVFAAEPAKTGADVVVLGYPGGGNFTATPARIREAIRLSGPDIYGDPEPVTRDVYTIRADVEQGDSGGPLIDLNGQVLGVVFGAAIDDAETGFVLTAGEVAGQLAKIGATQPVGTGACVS
Active calls of the source: *; i = inactive; . = no result given; & = joins results of further samples. The list is partial; count on the stated rates, not on these rows.

SMILES	FBA Mtb inh	UGM FP inh	VHR inh abs	Vc quorum ag	SARS 3CLpro inh	PriA SSB inh	BioA inh	MazF activator	GDH-TPI inh	Rv3671c protease
CC(C)C1C(=O)N(Cc2cn(CCC3OCCCO3)nn2)CCS(=O)(=O)N1Cc1ccc(-c2ccc(Cl)nc2)cc1 (centres undefined)	5.2	.	.	0.4	.	.	1.5	7.4	14.7	.
CC(C)CNC(=O)c1cc(=O)[nH]c2ccc(S(=O)(=O)Nc3ccc(F)cc3)cc12	-1.2	3.3	12.5	-3.3	-0.5	-15.8	0.3	4.7	9.8	-8.9
COC(=O)c1c(N)c(C#N)c(C)n1-c1ccccc1	-1.2	-0.5	14.7	-0.9	-1.4	-11.5	-0.2	0.3	0.4	-1.1
O=C(Nc1ccc(S(=O)(=O)NCC2CCCO2)cc1)c1cccc(F)c1 (centres undefined)	-1.2	-1.9	8.0	-0.3	3.1	0.6	-0.8	8.7	0.4	-7.1
CCC1(Oc2ccccc2)C(=O)NC(=O)NC1=O	1.1	.	.	-3.3	.	-6.6	0.0	5.5	6.5	.
c1ccc(-c2ccc(-n3ccnc3)cc2)cc1	-4.2	-0.2	12.1	-1.1	1.1	14.3	0.2	-2.7	-1.6	-3.0
CCCCNC(=S)N1CCn2cccc2C1c1cccnc1 (centres undefined)	1.5	-0.8	8.6	i	-2.1	-4.2	1.5	1.3	-1.3	5.7
O=C1NC(c2ccc3c(c2)OCO3)Oc2ccccc21 (centres undefined)	9.6	1.9	26.1	-0.4	1.3	-7.6	.	-2.3	17.9	0.4
COC(=O)c1ccc(/C=N/NC(=O)C2CC(=O)N(c3ccc(OC)cc3)C2)cc1 (centres undefined)	5.6	-1.0	20.8	-0.2	4.0	.	-1.5	-12.1	6.5	-0.2
Cc1noc(C(=O)Nc2cccnc2)c1Cl	2.9	4.3	19.0	-0.2	1.6	-0.5	6.1	-0.6	4.3	0.1
CC1CCN(CCC(=O)N2CCCc3c2c(=O)oc2ccc(O)cc32)CC1	-1.0	2.2	22.4	-0.3	0.1	-13.2	3.2	1.3	4.0	-4.5
Cc1cccc(C2(c3cccc(C)c3)CC2C(=O)Nc2ccc([N+](=O)[O-])cc2O)c1 (centres undefined)	-6.9	1.7	15.2	-0.1	3.6	-9.0	.	3.1	12.2	-25.6
CCOC(=O)N1CCC(N2CCCC(C(=O)c3cc(F)ccc3OC)C2)CC1 (centres undefined)	-1.5	-0.8	17.5	2.2	-0.8	-7.3	.	6.0	6.5	6.0
COc1cccc(NC(=O)c2ccc(OC(F)(F)F)cc2)c1	-0.3	1.8	.	-2.2	.	-0.7	0.3	2.1	0.0	-1.2
COc1ccc(S(=O)(=O)Nc2ccccc2C(=O)N2CCOCC2)cc1Br	3.9	-1.4	9.2	1.5	-0.7	-1.5	1.2	2.6	-10.0	.
Cn1c(=O)c2sccc2n(Cc2ccc(Br)cc2)c1=O	3.3	-2.1	-2.9	-0.4	0.7	-14.0	2.6	4.1	-12.6	-2.2
S=C1NC2(CCCCC2)NN1c1ccccc1	2.6	-1.4	26.2	i	-0.8	2.1	-3.3	-2.4	-12.3	-1.4
CCOc1ccccc1C(=O)NC1CCN(CC(=O)Nc2cc(OC)ccc2OC)CC1	-1.1	0.4	5.8	-0.1	-0.7	7.9	0.7	2.2	2.6	5.3
O=C(O)C1CC=CCC1C(=O)NCc1ccc(Cl)c(Cl)c1 (centres undefined)	1.3	-1.3	.	-0.5	.	-11.3	0.2	8.2	0.0	1.9
O=C(CNC(=O)c1ccco1)NCC(=O)OCc1ccc(C(=O)Oc2ccc(Cl)cc2)cc1	-1.4	-0.2	30.5	-0.7	-0.6	-0.9	.	-39.8	10.1	3.5
C/C(=N\N=C(/N)SC1CC(=O)N(c2ccc(Br)cc2)C1=O)c1cccs1 (centres undefined)	-2.6	0.2	20.2	-6.7	7.4	.	3.2	-0.7	22.9	-59.3
O=C(NNc1ccc([N+](=O)[O-])cc1)c1ccccc1Cl	-1.6	0.0	12.5	-1.7	3.2	-5.1	.	5.9	10.4	7.4
Cc1cc(-c2cccs2)c2c(N)c(C(=O)c3ccc4c(c3)OCO4)sc2n1	-3.9	2.0	-13.0	-0.2	3.6	-5.8	.	-109.1	-1.9	0.4
CCO[C@H]1OC(C(=O)O)=C[C@@H](C2CCCCC2)[C@@H]1CCCO	-1.5	0.3	21.1	i	-0.7	-12.0	0.3	5.2	-6.0	-0.9
O=C(CSc1nnc(CCCN2C(=O)c3cccc4cccc(c34)C2=O)n1-c1ccccc1)N1CCN(CCO)CC1	7.5	2.2	-2.5	-0.4	2.7	2.4	1.1	0.7	15.6	3.2
COC(=O)c1sc(NC(=S)NC(=O)c2ccc(C)cc2)nc1C	0.3	0.6	17.9	i	0.0	-2.0	0.0	11.7	9.0	-3.7
O=S(=O)(NCC(c1cccnc1)N1CCN(c2ccccc2)CC1)c1cc(F)ccc1F (centres undefined)	-1.6	2.8	7.2	i	-1.4	10.5	1.9	3.8	-4.9	3.5
CNC(=O)C1CCC(=O)N1Cc1ccccc1Cl (centres undefined)	-1.2	-2.9	22.9	-0.1	0.5	-4.4	-1.8	3.9	1.9	7.8
C#Cc1ccc([C@H]2C=C(C(=O)NCc3nc4ccccc4[nH]3)O[C@@H](OCc3ccc(CO)cc3)C2)cc1	7.2	-1.5	.	i	.	14.3	-2.1	-10.0	13.4	-54.1
COc1ccc(F)cc1S(=O)(=O)NCc1ccccc1	1.8	2.7	-2.2	i	3.6	-14.2	.	1.0	6.6	6.6
O=c1ccc2cc(S(=O)(=O)NCCCc3ccccc3)ccc2[nH]1	-5.2	4.5	37.7	-1.0	-9.3	2.9	-2.4	2.5	-0.4	-3.8
N#C/C(=C(/O)C(Cl)(Cl)Cl)c1nc2ccccc2[nH]1	5.5	-1.2	25.0	0.7	-2.0	-11.2	.	-14.1	28.6	7.4
O=C(Nc1ccccc1)Nc1ccc(Cl)nc1Cl	0.8	-2.2	.	-0.7	.	-7.9	.	2.6	0.5	5.9
COc1ccc(CCNC(=O)C(=O)NCC2CCCN2S(=O)(=O)c2ccccc2)cc1 (centres undefined)	2.6	1.4	.	-0.3	.	-19.0	0.0	-11.3	-2.5	2.3
CC(C)n1nnnc1-c1cccc(Cl)c1	-1.1	-0.7	14.0	-0.2	2.4	-18.2	0.0	-1.1	-4.4	-2.5
COc1ccc(OC)c(NC(=O)CC2SC(=Nc3ccccc3)N(CCc3ccccn3)C2=O)c1 (centres undefined)	-2.4	1.5	-1.6	i	3.0	-0.4	3.5	-6.9	9.5	1.0
CCOC(=O)C1=C(C)Nc2ncnn2C1/C=C/c1ccccc1 (centres undefined)	1.1	1.6	17.8	0.1	-1.7	4.5	-1.4	-2.7	13.7	-1.1
C[C@@H](O)[C@@H]1NC(=O)c2cc([N+](=O)[O-])cc(I)c2NCC[C@@H](C(N)=O)NC(=O)CNC1=O	.	-5.1	8.6	.	-0.1	-1.4	.	3.2	.	7.0
Cc1cccc(C)c1N1CCN(C(=O)c2ccc3c(c2)OCO3)CC1	2.2	-2.1	7.4	-7.7	9.7	-31.0&-7.7	-1.0	-1.6	-9.0	7.9
COc1ccc(NC(=S)N2CCC(c3ccc(C)cc3)C2)cc1 (centres undefined)	3.8	-1.2	-2.0	i	4.5	1.0	0.5	0.0	14.0	-0.3

2 records drawn at random from those above:
SMILES	FBA Mtb inh	UGM FP inh	VHR inh abs	Vc quorum ag	SARS 3CLpro inh	PriA SSB inh	BioA inh	MazF activator	GDH-TPI inh	Rv3671c protease
CCOc1ccccc1C(=O)NC1CCN(CC(=O)Nc2cc(OC)ccc2OC)CC1	-1.1	0.4	5.8	-0.1	-0.7	7.9	0.7	2.2	2.6	5.3
CCO[C@H]1OC(C(=O)O)=C[C@@H](C2CCCCC2)[C@@H]1CCCO	-1.5	0.3	21.1	i	-0.7	-12.0	0.3	5.2	-6.0	-0.9

(listing goes on)
SMILES	FBA Mtb inh	UGM FP inh	VHR inh abs	Vc quorum ag	SARS 3CLpro inh	PriA SSB inh	BioA inh	MazF activator	GDH-TPI inh	Rv3671c protease
CC1CC(Nc2ccccc2)=NC1(C)C (centres undefined)	4.6	-0.8	-5.4	i	0.5	1.4	.	-5.4	0.4	-4.7
C[C@@H]1C=C[C@](Cc2ccccc2)(C(=O)NCC2CC2)N1C(=O)c1ccccc1	1.8	0.3	7.6	i	-1.0	-20.4	-0.7	2.1	6.7	2.0
O=C(O)C1=CC2c3ccccc3C1c1ccccc12	-1.5	-0.8	-0.7	-0.1	0.8	-8.6	-2.2	-0.8	4.9	-1.1
CN(C(=O)CSc1nc2ccccc2[nH]1)C1CCS(=O)(=O)C1 (centres undefined)	-2.0	.	.	3.1	.	6.2	1.1	4.3	-4.0	6.6
CCN1CCN(c2nc3ccccn3c(=O)c2/C=C(\C#N)S(=O)(=O)c2ccccc2)CC1	-1.6	-1.0	23.9	i	0.9	7.6	10.1	-0.2	14.2	3.2
N#C/C(=C\Nc1ccc2c(c1)OCCO2)C(=O)NCc1ccco1	-5.3	-2.7	9.1	-0.4	0.0	-0.9	-0.6	8.0	44.2*	2.1
CC(=O)Nc1cc(OC(C)=O)c2nonc2c1OC(C)=O	2.3	0.0	8.5	-0.4	37.4*	-0.4	-1.3	2.0	5.7	-200.5
COc1cccc(NC(=O)CN(C)C(=O)COc2ccc3ccccc3c2)c1	-2.5	1.0	9.1	-0.7	5.5	8.7	.	4.9	9.4	-1.9
O=C(NNC(=O)c1cc(-c2ccc(Br)cc2)nc2ccccc12)c1csc(N2CCOCC2)n1	2.0	.	.	0.0	.	14.5	-1.7	-22.8	6.3	.
O=C(CSc1nnc(-c2ccc(F)cc2)n1CC1CCCO1)NCc1ccco1 (centres undefined)	-1.4	-1.8	23.6	i	5.2	-10.1	0.5	-3.6	0.0	-15.4

Some values from the results shown:
CCN1CCN(c2nc3ccccn3c(=O)c2/C=C(\C#N)S(=O)(=O)c2ccccc2)CC1 – FBA Mtb inh: -1.6
COc1cccc(NC(=O)CN(C)C(=O)COc2ccc3ccccc3c2)c1 – Vc quorum ag: -0.7
CC1CC(Nc2ccccc2)=NC1(C)C (centres undefined) – SARS 3CLpro inh: 0.5
O=C(O)C1=CC2c3ccccc3C1c1ccccc12 – GDH-TPI inh: 4.9
O=C(NNC(=O)c1cc(-c2ccc(Br)cc2)nc2ccccc12)c1csc(N2CCOCC2)n1 – MazF activator: -22.8
C[C@@H]1C=C[C@](Cc2ccccc2)(C(=O)NCC2CC2)N1C(=O)c1ccccc1 – VHR inh abs: 7.6
CN(C(=O)CSc1nc2ccccc2[nH]1)C1CCS(=O)(=O)C1 (centres undefined) – BioA inh: 1.1

Continuation:
SMILES	FBA Mtb inh	UGM FP inh	VHR inh abs	Vc quorum ag	SARS 3CLpro inh	PriA SSB inh	BioA inh	MazF activator	GDH-TPI inh	Rv3671c protease
NC(=S)Nn1c(-c2ccccc2)nc2ccccc2c1=O	2.7	0.6	-1.2	-0.6	0.3	3.6	-0.6	5.0	4.4	-6.9
CC1CCCN(C(=O)CN2CCN(C(=O)c3ccco3)CC2)C1 (centres undefined)	4.4	2.0	-1.4	2.0	1.2	-18.1	-0.3	-30.0	-8.8	-5.7
CCOC(=O)C1CCN(c2c(NCc3ccc(C(=O)NCCOC)cc3)c(=O)c2=O)CC1	-3.0	2.7	17.9	-0.5	-5.1	-4.6	0.4	6.5	2.2	-1.6
O=C(CSc1nnc(-c2ccc(Cl)cc2)n1Cc1ccco1)NCc1ccc2c(c1)OCO2	3.4	-4.5	-3.4	-0.4	-2.7	0.2	-1.7	-6.9	-1.2	-6.2

Screening data as filed in PubChem.
